# HBB splicing – qHTS Assay for Modulators of Hemoglobin Beta Chain Splicing; Potency, µM (doses to about 46.1 µM), inactives show top-dose activation, usual class: activators; HBB splicing reporter cell assay, activation; EGFP reporter with mutant IVS2-654 intron; response scale: normalised to 500 nM splice-correcting PNA; 0.06% of 65,000 active; further: potency means the concentration at half of the fitted maximal effect; 0% is about no effect
#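 HeLa cells stably expressing EGFP interrupted by mutant beta-globin intron 2 (IVS2-654), 500/well in 2% FCS. Treated with compound for 2 days at 37C. Splicing correction scored as total well GFP intensity (488 nm excitation, 500-520 nm emission); 500 nM antisense PNA served as control.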
# Texas Red fluor – qHTS Assay for Spectroscopic Profiling in Texas Red Spectral Region | Compound fluorescence, Texas Red channel, 547/618 nm; active compounds read high | max dye-equivalent concentration, M | 0.06% of 59,000 active; in the data active means max dye-equivalent concentration above about 10 nM; inconclusive means between about 1.1 nM and that limit
#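 Spectral interference profiling: each compound concentration's relative fluorescence, read with a 547 nm excitation and 618 nm emission filter pair, was normalized to a per-plate Texas Red standard curve.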
# HADH2 inh – qHTS Assay for Inhibitors of HADH2 (Hydroxyacyl-Coenzyme A Dehydrogenase, Type II); 3-hydroxyacyl-CoA dehydrogenase type-2 (Homo sapiens), Q99714; recombinant HADH2, NADH fluorescence, beta-hydroxybutyryl-CoA; 3.4% of 73,000 active; AID 886, 2007; Potency, µM (highest dose often 57.1 µM), without a hit: at the top dose activity change, negative = inhibition, usual class: inhibitors; further: potency means the concentration at half of the fitted maximal effect; on the % scale 0 is the no-effect control and ±100 the full control effect; nearly all actives have a fitted effect of over 60% in size; many of its hits are not listed in these tables
# Target sequence (Q99714 whole entry, looked up, one chain of several): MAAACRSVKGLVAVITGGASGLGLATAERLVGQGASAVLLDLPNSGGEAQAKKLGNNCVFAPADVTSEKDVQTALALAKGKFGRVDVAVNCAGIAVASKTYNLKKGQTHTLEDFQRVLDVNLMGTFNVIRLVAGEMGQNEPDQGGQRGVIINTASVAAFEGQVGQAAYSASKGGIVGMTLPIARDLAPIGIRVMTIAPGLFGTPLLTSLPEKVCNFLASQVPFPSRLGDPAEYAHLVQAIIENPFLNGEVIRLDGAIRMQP
#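 His-tagged recombinant enzyme from E. coli, 20 nM, preincubated 15 min RT with compound; reaction started with 1 mM NAD+ and 90 uM beta-hydroxybutyryl-CoA in 100 mM Tris-HCl pH 9.0. NADH fluorescence (ex 360/em 450) read over 4 min; last-minus-first difference.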
# Tau fil binding – qHTS Assay for Tau Filament Binding. recombinant tau filaments, thioflavin S fluorescence, 15 h; filaments grown with octadecylsulfate alongside compound. Potency, µM (top dose mostly 57.1 µM), for the others: top-dose activity change, negative = inhibition. 2% of 71,000 active;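 further: potency means the concentration at half of the fitted maximal effect; on the % scale 0 is the no-effect control and ±100 the full control effect; actives lower thioflavin S fluorescence by blocking filaments or displacing dye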
# Target sequence (P10636 whole entry, looked up): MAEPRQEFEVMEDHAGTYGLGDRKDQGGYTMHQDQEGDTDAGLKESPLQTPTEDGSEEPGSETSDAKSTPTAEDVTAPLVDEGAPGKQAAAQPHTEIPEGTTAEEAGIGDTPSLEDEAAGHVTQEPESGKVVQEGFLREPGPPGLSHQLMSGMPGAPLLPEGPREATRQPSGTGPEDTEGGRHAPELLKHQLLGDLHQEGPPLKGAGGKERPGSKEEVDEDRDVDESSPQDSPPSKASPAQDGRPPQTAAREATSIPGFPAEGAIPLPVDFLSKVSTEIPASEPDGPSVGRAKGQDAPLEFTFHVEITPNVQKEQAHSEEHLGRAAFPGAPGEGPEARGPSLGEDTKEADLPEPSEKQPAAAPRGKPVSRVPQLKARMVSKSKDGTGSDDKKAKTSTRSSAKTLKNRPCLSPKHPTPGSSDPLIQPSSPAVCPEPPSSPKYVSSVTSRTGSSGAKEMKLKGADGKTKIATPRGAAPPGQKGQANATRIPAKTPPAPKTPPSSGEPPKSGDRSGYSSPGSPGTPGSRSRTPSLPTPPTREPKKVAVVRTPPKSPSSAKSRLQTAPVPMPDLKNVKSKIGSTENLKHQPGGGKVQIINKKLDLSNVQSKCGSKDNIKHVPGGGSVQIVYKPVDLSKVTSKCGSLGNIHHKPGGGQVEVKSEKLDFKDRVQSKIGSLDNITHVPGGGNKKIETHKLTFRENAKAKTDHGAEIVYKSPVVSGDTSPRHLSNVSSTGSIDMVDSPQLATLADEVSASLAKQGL
#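 Assay mix: 1 uM His-tagged tau, 30 uM sodium octadecylsulfate, thioflavine S dye in HEPES/NaCl/DTT buffer. Compound is added prior to the inducer. Fluorescence after 15 h at 37 C.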
# ERK AVP block – qHTS Assay for Inhibitors of the ERK Signaling Pathway using a Homogeneous Screening Assay | HEK293-V1b, vasopressin-stimulated pERK AlphaScreen | 0.99% of 72,000 active | Potency, µM (top dose mostly 57.5 µM), without a hit: top-dose activity, negative = inhibition, hits mostly inhibitors | AID 995, 2007; further: potency means the concentration at half of the fitted maximal effect; on the % scale 0 is the no-effect control and ±100 the full control effect; nearly all actives have a fitted effect of over 55% in size
#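 Phosphorylated ERK1/2 detected via AlphaScreen bead proximity in lysates of V1b-expressing HEK293 cells given 25 nM vasopressin for 5 min after 30 min compound exposure (37 °C). AC50 from Hill equation; basal DMSO 0%, vasopressin 100%.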
# Pol III holo inh – qHTS Assay for Inhibitors of DNA Polymerase III Holoenzyme System; Potency, µM (highest dose often 57.1 µM), inactives show top-dose activity change, negative = inhibition; 0.25% of 71,000 active; reconstituted DNA polymerase III holoenzyme replication, biochemical; further: potency means the concentration at half of the fitted maximal effect; on the % scale 0 is the no-effect control and ±100 the full control effect
#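 Reconstituted *E. coli* holoenzyme (0.35 nM Pol III, 1 nM beta, 154 nM SSB, 2 nM primase) was preincubated with compound for 15 min at RT. Synthesis on 1.4 nM ssM13Gori ran 35 min, then was stopped with PicoGreen/EDTA and read as dsDNA fluorescence.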
# Rhodamine fluor – qHTS Assay for Spectroscopic Profiling in Rhodamine Spectral Region. Rhodamine-region fluorescence, 547/598 nm, Tris buffer; active compounds read high. max dye-equivalent concentration, M. 0.05% of 59,000 active. AID 594, 2007; in the data active means max dye-equivalent concentration above about 11 nM; inconclusive means between about 1.1 nM and that limit
#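 Compounds in 100 mM Tris buffer, pH 8.0, were incubated 15 min at room temperature, then read at 547 nm excitation and 598 nm emission. Fluorescence was normalized against a per-plate six-point rhodamine standard curve as dye-equivalent concentration.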
# Hsp90 Hop PPI – qHTS Assay for Disrupters of an Hsp90 Co-Chaperone Interaction | 0.44% of 71,000 active | Hsp90 C-terminal peptide / TPR2A (Hop) interaction, human | AID 595, 2007 | Potency, µM (doses to about 57 µM), inactives show at the top dose activity change, negative = inhibition | AlphaScreen TPR2A-His6 binding biotin-Hsp90 C-terminal peptide; active means well fitted curve in either direction with a large enough effect; inconclusive means small, poorly fitted or top-dose-only effect, or another doubt; further: potency means the concentration at half of the fitted maximal effect; on the % scale 0 is the no-effect control and ±100 the full control effect; many of its hits are not listed in these tables
# CRE Fsk mod – Cell signaling CRE-BLA (Fsk stim). CHO CRE-bla reporter (cAMP response element driving beta-lactamase), forskolin EC10, beta-lactamase ratio. Potency, µM (titrated, usually from 38.2 µM), for the others: at the top dose activity change, negative = inhibition, hits mostly activators. 2.5% of 71,000 active. AID 662, 2007; active means well fitted activation curve with a large enough effect in the signal ratio, with a control signal flat, not every such curve was filed as active; inconclusive means small, poorly fitted or top-dose-only effect, or effect the other way, or a change in a side signal; the % refers to the signal ratio; further: potency means the concentration at half of the fitted maximal effect; % of control where 0% means no effect
#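 Titrated compounds plus EC10 NKH 477 on CHO CRE-bla cells, 3 h, 37 °C. CCF4, 2 h RT. Ratio 460/530 nm → AC50.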
# Luciferase inh – qHTS Assay for Inhibitors of Firefly Luciferase | Luciferin 4-monooxygenase (Photinus pyralis), P08659 | purified firefly luciferase, luminescence, 8 min | Potency, µM (highest dose often 57.1 µM), for the others: at the highest dose activity change, negative = inhibition, usual class: inhibitors | 2.2% of 72,000 active | AID 411, 2009; further: potency means the concentration at half of the fitted maximal effect; on the % scale 0 is the no-effect control and ±100 the full control effect; nearly all actives have a fitted effect of over 40% in size
#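 Inhibition of light generation by firefly luciferase from ATP and luciferin was profiled with concentration-response curves per sample, ATP held at 10 uM within the enzyme's linear range. Plates were read by luminescence after an 8-minute ambient incubation.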
# 15-hLO inh – qHTS Assay for Inhibitors of 15-hLO (15-human lipoxygenase) | Polyunsaturated fatty acid lipoxygenase ALOX15 (Homo sapiens), P16050 | purified 15hLO-1, xylenol orange hydroperoxide absorbance | Potency, µM (top dose mostly 57.1 µM), without a hit: top-dose activity change, negative = inhibition, usual class: inhibitors | 1.4% of 74,000 active; further: potency means the concentration at half of the fitted maximal effect; on the % scale 0 is the no-effect control and ±100 the full control effect; nearly all actives have a fitted effect of over 55% in size
#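 Readout: Fe(III)-xylenol orange absorbance, 573-to-405 nm ratio as reaction progress. Enzyme 40 nM purified human 15hLO-1, substrate 50 uM arachidonic acid, 6 min RT after 15 min compound preincubation; Hepes pH 7.5 buffer with Triton X-100.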
# Starred values were filed as active, the others as inactive; i = inactive; ? = inconclusive; · = no result given; [ ] = another dose, or the depositor's remark. Unless noted, the call rests on the fitted dose curve; in most records, active means well fitted curve in the direction sought with a large enough effect; inconclusive means small, poorly fitted or top-dose-only effect, or another doubt; inactive means no such curve, though single readings can be large; an effect the other way counts as inactive or inconclusive. An excerpt (hit frequency here may not be typical).
1: CCOc1ccc(C2c3c(oc4ccccc4c3=O)C(=O)N2CCCN2CCOCC2)cc1 (stereo not given)
2: COCCN1C(=O)C(=O)/C(=C(/O)c2ccc(OC(C)C)cc2)C1c1cccnc1 (stereo not given)
3: CC1(C)Cc2cccc(OCC(=O)N3CCN(S(=O)(=O)c4ccccc4)CC3)c2O1
4: Cc1ccc(NC(=O)CSc2nnc(-c3ccncc3)n2C)cc1C
5: COc1ccccc1C1CC(=O)NC(C)=C1C(=O)OCC1CCCO1 (stereo not given)
6: COc1ccccc1CCn1c(=O)c(-c2cn(C)c3ccccc23)nc2cncnc21
Compound,1,2,3,4,5,6
HBB splicing,-4.3%[57.5 µM],4.7%[1.84 µM],-0.1%[57.5 µM],-2.5%,-0.8%,0.3%
Texas Red fluor,i,i,?,?,i,i
HADH2 inh,-14%,5%,-6%,2%,-10%,1%
Tau fil binding,-24%,5%,5%,1%,3%,7%
ERK AVP block,-10%,4%,-1%,-3%,14%,42%[activator]
Pol III holo inh,-8%,4%,-3%,-6%,5%,-7%
Rhodamine fluor,i,i,i,i,i,i
Hsp90 Hop PPI,-3%,-2%,-5%,-1%,-3%,0.63µM*
CRE Fsk mod,-9%,?,-2%,0%,-4%,0.4µM*
Luciferase inh,1%,1%,0%,-3%,2%,-1%[11.4 µM]
15-hLO inh,-15%,9%,-5%,2%,-4%,-6%

7: Nn1c(Cc2cccc3ccccc23)nnc1SCC(=O)NC1CCS(=O)(=O)C1 (stereo not given)
8: Brc1ccc(OCCOCCN2CCOCC2)cc1
9: Cc1nnc(SCc2cccc(Oc3ccccc3)c2)n1N
10: Cc1cccc(-n2ncc3c(N4CCc5ccccc54)ncnc32)c1
11: O=C(O)CCC(=O)N1CCN(c2cccc(Cl)c2)CC1
12: CCN1C(=O)CC(N2CCN(C(c3ccccc3)c3ccccc3)CC2)C1=O (stereo not given)
Compound,7,8,9,10,11,12
HBB splicing,-0.3%,0.0%[9.22 µM],0.3%,0.1%,1.1%,-0.1%
Texas Red fluor,?,·,i,i,i,i
HADH2 inh,-5%,0%,3%,3.2µM*,2%,3%
Tau fil binding,5%,4%,-4%,16%,-7%,2%
ERK AVP block,5%,6%,-6%,3%,-12%,-4%
Pol III holo inh,-1%,-6%,-1%,-2%,-4%,-4%
Rhodamine fluor,i,·,i,i,i,i
Hsp90 Hop PPI,0%,-2%,3%,-3%,-2%,-4%
CRE Fsk mod,-1%,0%,4%,-5%,-17%,-9%
Luciferase inh,0%,0%,2%,0%,2%,1%
15-hLO inh,10%,0%,0%,3%,9%,-6%

13: COc1ccc(OC)c(C(c2nnnn2C2CCCC2)N2CCN(c3ccccc3)CC2)c1 (stereo not given)
14: O=C(Cc1cccs1)N1CCCC(c2nc3c(nnn3Cc3ccc(F)cc3)c(=O)[nH]2)C1 (stereo not given)
15: O=C(Nc1ccc(N2CCOCC2)cc1)c1cnsn1
16: CC(=O)c1ccc(OCC(O)CN2CCN(c3ccccn3)CC2)cc1 (stereo not given)
17: O=c1ccc2cc(S(=O)(=O)Nc3ccc(F)cc3)ccc2o1
18: COc1ccc(NC(=O)CSc2nnc(CNC(=O)COc3ccc(Cl)cc3)o2)c(OC)c1
Compound,13,14,15,16,17,18
HBB splicing,-0.2%[57.5 µM],·,0.5%,-0.8%,-1.6%,-0.7%
Texas Red fluor,?,i,?,·,i,i
HADH2 inh,3%,4%,0%,0%,-3%,11%
Tau fil binding,-3%,-6%,?,37%,5%,8%
ERK AVP block,-18%,18%,-4%,2%,-13%,-10%
Pol III holo inh,-6%,-4%,-11%,-1%,-4%,1%
Rhodamine fluor,i,i,i,·,i,i
Hsp90 Hop PPI,-18%,2%,-4%,0%[2.3 µM],-2%,-3%
CRE Fsk mod,-11%,10%,23%,-6%,1%,-1%
Luciferase inh,-4%,1%,4µM*,1%,4%,-2%
15-hLO inh,-7%,-19%,10%,-11%,0%,7%

19: c1ccc2c(-c3nc(-c4ccncc4)no3)cccc2c1
20: CC1CCN(C(=O)Cn2c(SCC(=O)Nc3nccs3)nc3ccccc32)CC1
21: Cc1ccc2[nH]c(=O)c(CN(Cc3cccnc3)Cc3nnnn3CCN3CCOCC3)cc2c1
22: CCCCOC(=O)Cn1c(=O)c2c(nc(Br)n2Cc2ccccc2)n(C)c1=O
23: COC(=O)c1ccc(CSc2nc3ccccc3c(=O)n2-c2cccc(OC)c2)o1
24: N#CC1=C(N)Oc2c(sc3ccccc23)C1c1ccco1 (stereo not given)
Compound,19,20,21,22,23,24
HBB splicing,1.2%,-0.9%,2.2%,·,-0.5%,0.4%[0.0738 µM]
Texas Red fluor,i,?,i,i,?,·
HADH2 inh,-8%,9%,1%,5%,-23%,?
Tau fil binding,67%,6%,5%,16%,14%,?
ERK AVP block,?,-28%,-9%,?,?,?
Pol III holo inh,-4%,-4%,-5%,4%,9%,1%[11.4 µM]
Rhodamine fluor,i,i,i,i,i,·
Hsp90 Hop PPI,16%,-5%,-4%,2%,-22%,-9%[11 µM]
CRE Fsk mod,?,?,3%,23%,5µM*,?
Luciferase inh,-18%,-1%,0%,0%,-1%,-3%
15-hLO inh,-12%,-5%,-14%,-12%,-12%,4µM*

25: COc1ccc(-c2ccc(SCC(=O)NCc3ccco3)nn2)cc1OC
26: COc1ccc(C(=O)Nc2ccccc2-c2nnn(CC(=O)NCc3ccco3)n2)cc1
27: O=C(CCCc1c[nH]c2ccccc12)N1CCN(c2ccc(N3CCOCC3)nn2)CC1
28: O=C(Oc1ccc2c(c1)CN(Cc1ccccc1)CO2)c1ccccc1
29: CCOC(=O)c1c(=O)n(O)c2ccc(C)cc2[n+]1[O-]
30: O=C(c1cccc(C(=O)N2CCc3ccccc32)n1)N1CCc2ccccc21
Compound,25,26,27,28,29,30
HBB splicing,-0.3%[57.5 µM],-0.5%[57.5 µM],-0.1%,4.4%[9.22 µM],1.5%,0.3%[9.22 µM]
Texas Red fluor,i,i,·,?,?,·
HADH2 inh,-14%,-29%,?,-12%[11.4 µM],-11%,-1%
Tau fil binding,2%,146%,8%,3%[11.4 µM],31%,19%
ERK AVP block,?,15%,-19%,-22%[11.5 µM],-1%,-15%
Pol III holo inh,-5%,0%,7%,-3%[11.4 µM],-6%,-2%
Rhodamine fluor,i,i,·,i,i,·
Hsp90 Hop PPI,-3%,1%,-12%,-4%[11 µM],-2%,-4%
CRE Fsk mod,?,?,1%,-2%[7.6 µM],8%,?
Luciferase inh,-29%,0%,-8%,3%[11.4 µM],2%,0%
15-hLO inh,-6%,-23%,-7%,1%[11.4 µM],-5%,-10%

31: COc1ccccc1N1CCN(C(=O)C(NS(=O)(=O)c2cccs2)c2ccccc2)CC1 (stereo not given)
32: O=C(O)COc1ccc2nsnc2c1Cl
33: Cc1csc(NC(=O)CCC(=O)N(CC(=O)NC2CCCC2)Cc2ccco2)n1
34: O=S(=O)(NCC1OCCc2ccccc21)c1ccc(S(=O)(=O)N2CCOCC2)cc1 (stereo not given)
Compound,31,32,33,34
HBB splicing,-1.6%,0.8%[57.5 µM],·,0.0%[57.5 µM]
Texas Red fluor,?,?,i,?
HADH2 inh,5%,2%,1%,-3%
Tau fil binding,-4%,-9%,7%,-9%
ERK AVP block,-3%,2%,-11%,-4%
Pol III holo inh,-3%,-5%,-6%,-3%
Rhodamine fluor,i,i,i,i
Hsp90 Hop PPI,-16%,-3%,-1%,0%
CRE Fsk mod,?,-1%,-4%,-8%
Luciferase inh,2%,0%,0%,-1%
15-hLO inh,-5%,-5%,-2%,11%

# From PubChem
